Compound activity: PubChem, several laboratories
Calb biofilm kill = kills Candida albicans biofilms. C. albicans biofilm + clotrimazole, Alamar Blue. inhibition, % at 6 µM. hit rate 0.14% among 85,000;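 active = inhibition above 20%; inactive = inhibition below 20%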;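 note: preformed 24 hr biofilms exposed to compound for 48 hr; 0% = biofilm without compound and 100% = blank killed by clotrimazole plus chlorhexidine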
ERa coact pot = enhances coactivator binding to human estrogen receptor alpha; P03372; TR-FRET ERalpha-LBD/SRC-Cy5 coactivator binding, 2 h; 100 = basal binding, no effect; coactivator binding (% of control), % at 25.6 µM; hit rate 1.3% among 86,000; in the data active = activity above about 200%;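 note: binding measured in presence of low estradiol as agonist stimulus; 0% = peptide alone without receptor and 100% = receptor with peptide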
ERb coact inh = blocks coactivator binding to human estrogen receptor beta; TR-FRET ER-beta LBD / SRC1-Cy5 peptide binding; receptor agonist-loaded with 1 µM estradiol; inhibition, % at 25.6 µM; hit rate 1.3% among 86,000; AID 633;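 active = compounds whose percent inhibition of the receptor-coactivator binding signal exceeds about 50% in the single-dose screen, limit read from the data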;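 note: 0% = receptor plus peptide wells without compound and 100% = peptide-only wells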
sEH inhibitor = blocks human soluble epoxide hydrolase activity. recombinant human sEH enzymatic activity assay. inhibition, % at 2 µM. hit rate 0.34% among 91,000; in the data active = inhibition above about 80%; note: values of inactives mirror those of a sister screen read the other way; many of its hits are not listed in these tables
Target sequence (P34913 whole entry, looked up): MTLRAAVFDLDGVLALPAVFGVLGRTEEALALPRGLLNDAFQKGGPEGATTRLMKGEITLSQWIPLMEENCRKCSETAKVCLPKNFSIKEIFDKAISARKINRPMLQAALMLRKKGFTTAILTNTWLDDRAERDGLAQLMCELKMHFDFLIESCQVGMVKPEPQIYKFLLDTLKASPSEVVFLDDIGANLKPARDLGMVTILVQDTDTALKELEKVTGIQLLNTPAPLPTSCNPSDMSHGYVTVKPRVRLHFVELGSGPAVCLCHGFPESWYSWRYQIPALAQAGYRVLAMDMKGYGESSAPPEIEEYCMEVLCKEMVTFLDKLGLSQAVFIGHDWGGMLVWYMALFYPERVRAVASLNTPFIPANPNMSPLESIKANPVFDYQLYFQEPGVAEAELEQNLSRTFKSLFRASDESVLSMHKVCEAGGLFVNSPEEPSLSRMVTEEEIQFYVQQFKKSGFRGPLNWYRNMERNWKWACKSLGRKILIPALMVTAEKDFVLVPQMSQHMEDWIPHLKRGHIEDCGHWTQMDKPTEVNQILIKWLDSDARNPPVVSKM
Smad3 inh = blocks human Smad3 binding to FoxH1 peptide. AID 630. inhibition, % at 25 µM. P84022. TR-FRET Smad3/Dy647-FoxH1 peptide binding, europium anti-His. hit rate 0.29% among 88,000;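 active = compounds that reduce the energy-transfer binding signal between the protein and its labelled peptide by more than half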;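 note: 0% = Smad3 plus labelled peptide maximal FRET and 100% = peptide-only background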
Target sequence (P84022 whole entry, looked up): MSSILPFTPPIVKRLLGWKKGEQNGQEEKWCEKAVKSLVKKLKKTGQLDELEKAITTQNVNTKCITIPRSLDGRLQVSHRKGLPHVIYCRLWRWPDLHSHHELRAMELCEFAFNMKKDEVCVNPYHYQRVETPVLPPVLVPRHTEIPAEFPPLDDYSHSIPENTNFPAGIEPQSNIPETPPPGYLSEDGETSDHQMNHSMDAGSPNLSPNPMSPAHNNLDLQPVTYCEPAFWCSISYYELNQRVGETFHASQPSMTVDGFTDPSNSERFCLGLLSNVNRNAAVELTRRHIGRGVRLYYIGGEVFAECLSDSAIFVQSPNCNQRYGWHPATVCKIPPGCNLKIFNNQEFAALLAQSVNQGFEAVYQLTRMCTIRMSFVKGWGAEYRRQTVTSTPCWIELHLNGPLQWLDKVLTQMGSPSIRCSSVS
Mac1 fbg inh = inhibitors of human CD11b/CD18 binding to fibrinogen. P05107+P11215. K562 CD11b/CD18 adhesion to fibrinogen, ATPlite luminescence; Mn2+ added to activate the integrin. inhibition, % at 10 µM. hit rate 0.54% among 93,000;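 active = primary inhibition of 50% or more at 10 µM, then 40% or more on retest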; note: some results filed as inactive read as strong as hits
sEH activator = increases human soluble epoxide hydrolase activity. P34913. purified human sEH enzymatic activity, activator screen. activation, % at 2 µM. hit rate 0.04% among 91,000; in the data active = activation above about 37%; note: values of inactives mirror those of a sister screen read the other way
Mac1 fbg enh = CD11b/CD18-fibrinogen binding enhancement. P05107+P11215. K562 CD11b/CD18 adhesion to fibrinogen, ATPlite luminescence. activation, % at 10 µM. hit rate 0.07% among 93,000;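 active = 10 µM primary screen giving 50% or more activity, confirmed by 40% or more on retest at that dose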; note: strong numbers were not always called active; reference of the scale not given here
MT1-MMP txn act = MT1-MMP promoter transcription activation | HT1080 MT1-MMP promoter luciferase reporter, luminescence, overnight; active compounds read high | activation factor at 10 µM | hit rate 0.16% among 86,000;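 active = activation factor of at least 2 for MT1-MMP transcription at 10 µM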
Starred values were filed as active, the others as inactive; x = not tested or not shown; [ ] = remark or other dose. Not all compounds are listed; the hit share may differ from the screen's.

SMILES	Calb biofilm kill	ERa coact pot	ERb coact inh	sEH inhibitor	Smad3 inh	Mac1 fbg inh	sEH activator	Mac1 fbg enh	MT1-MMP txn act
COc1ccc(N2CCN(CCCNS(=O)(=O)c3c(C)noc3/C=C/N(C)C)CC2)cc1	0	97[fluorescence artefact?]	26	5	5	1	-5	1	1
CC1(C)Cc2c(ccc3ccccc23)C(NNC(=O)c2cccnc2)=N1	2	94	2	13	-19	6	-10	-1	1.3
COc1cccc(Nc2nnc(SCC(=O)N(CC(C)C)CC(C)C)s2)c1	8	109	-5	1	6	11	0	-1	1.3
CCOc1ccc(S(=O)(=O)n2cc(-c3ccc(F)cc3)c(N)n2)cc1	5	107	13	-2	4	-3	1	1	1.1
COCCCNC(=O)C1CC(=O)N(C2CCCC2)C1 (stereo unspecified)	0	94	2[fluorescence artefact?]	3	-15	x	-3	x	1
C(=N\c1c(-c2ccccc2)nc2n1CCS2)/c1ccccc1	x	100[fluorescence artefact?]	2[fluorescence artefact?]	5	9	-8	-4	3	1.2
O=C(c1ccc(F)cc1)n1ccc(-c2cnc(-c3ccccc3)s2)n1	2	130	31	-2	8	-18	1	5	0.8
O=C(c1ccc2snnc2c1)N1CCN(c2ccccn2)CC1	x	x	x	-6	x	-5	10	-3	1
Cc1ccc(NC2c3ncccc3C(=O)N2Cc2ccc(F)cc2)cc1 (stereo unspecified)	0	90	-23	-6	2	x	6	x	1
COc1ccc(C)cc1S(=O)(=O)N1CCN(c2cccc(C(F)(F)F)c2)CC1	-4	84	12[fluorescence artefact?]	-11	-5	-14	11	4	1.1
CCOc1ccc(-c2nnn(CC(=O)Nc3cc(OC)cc(OC)c3)n2)cc1OCC	0	109	-1[fluorescence artefact?]	x	6	18	x	-3	1.2
O=C1c2cccc3c(N4CCCCC4)ccc(c23)C(=O)N1c1ccc(Cl)cn1	4	90[fluorescence artefact?]	14	-6	-1	x	5	x	1.3
CCOc1ccc2nc(NCCCO)[nH]c2c1	-4	107	-4	-6	-4	x	5	x	x
Cc1nc2ccc(NC(=O)NCCO)cc2s1	-1	80	-4	-10	9	-2	12	4	x
Cc1cc(NC(=O)c2cc(-c3cccs3)on2)nn1Cc1ccc(Cl)cc1	8	89[fluorescence artefact?]	1[fluorescence artefact?]	-23	12	15	23	8	1
CCOc1ccc(S(=O)(=O)NCCCN2CCOCC2)c2ccccc12	3	128	-1	2	2	x	-2	x	1.2
C=CCn1c(CNC(=O)CCC)nc2ccccc21	2	119	-2[fluorescence artefact?]	2	6	x	2	x	1.3
COc1ccc(C)cc1-n1nnnc1SCC(=O)N1CCC(C(=O)Nc2nccs2)CC1	6	118	-3	-12	1	-10	10	2	1.2
O=C(CN1C(=O)C2CCc3[nH]c4ccccc4c3C2C1=O)N1CCCC1 (stereo unspecified)	8	105	-6	x	4	29	x	0	1.1
O=C1Nc2ncccc2OC1CCO (stereo unspecified)	3	84	-16	8	1	-5	-10	3	1.1
CCN(CC)C(=O)Cn1c(=O)n(-c2ccccc2)c(=O)n1CC(=O)N(CC)CC	x	130	2	-11	7	-10	12	0	1.1
CCCC1=C(C(=O)OCC)C(c2ccc(O)cc2)n2ncnc2N1 (stereo unspecified)	4	96	3	-35	2	-9	32	1	1
O=C(Nc1ccc(Cl)cc1)[C@@H]1[C@@H]2C(=O)N(c3ccc4ccccc4c3)C(=O)[C@@H]2[C@H]2C=CC=NN21	3	108	-1	-10	4	-8	9	17	1.2
COc1ccc(C2(C(=O)NCC3CCCO3)CCOCC2)cc1 (stereo unspecified)	-3	124[fluorescence artefact?]	-1	1	-6	-34	3	2	1
COC(=O)Nc1sccc1C(=O)Nc1sccc1C(=O)OC	-1	201*	6	1	6	-36	0	126	1.1
COc1ccccc1S(=O)(=O)Cc1ccc(C(=O)NC(C)c2ccc3c(c2)OCCO3)o1 (stereo unspecified)	x	110	10	11	-8	-6	-9	0	1.1
Cc1ccc(O)c(C2=NNC(O)(C(F)(F)F)C2)c1 (stereo unspecified)	5	100	-6	-4	-16	29	4	-2	1.3
CC(C)Sc1nc(N)c2c3c(sc2n1)CN(C)CC3	-6	85	36	x	-5	0	x	-5	1.6
CS(=O)(=O)N(CC(=O)N1CCCCC1)c1ccc2c(c1)OCO2	4	98	21	-9	6	-2	12	3	1.1
O=C(CCCc1c[nH]c2ccccc12)NCc1ccc2c(c1)OCO2	6	98	8[fluorescence artefact?]	32	17	0	-30	-2	1.2
Cc1oc(-c2ccccc2F)nc1CS(=O)(=O)CC(=O)NCCCN(C)C1CCCCC1	4	127[fluorescence artefact?]	-1	-9	7	2	8	-2	1.2
COCCn1c(SCC(=O)N(C(C)C)C(C)C)nnc1-c1cc2ccccc2cc1O	-1	101	-1[fluorescence artefact?]	x	2	2	x	4	1.4
COc1ccc(C(=O)NCC(c2cccnc2)N2CCN(c3ccccc3)CC2)cc1OC (stereo unspecified)	4	117	-8	x	3	x	x	x	1.1
Cc1ccc2c(c1)[nH]c1c(=O)n(Cc3ccccn3)cnc12	8	99	-7	-8	-3	2	7	2	1.4
O=C(NCc1ccccn1)C1CCC(=O)N1C1CCCC1 (stereo unspecified)	7	107	0[fluorescence artefact?]	-4	-3	x	3	x	1.1
O=C(O)CCC(=O)Nc1ccc(F)cc1	1	98	0[fluorescence artefact?]	-12	0	-9	9	-1	1.3
CN(c1ccccc1C(=O)Nc1ccc(S(=O)(=O)N2CCCC2)cc1)S(C)(=O)=O	7	116	-4[fluorescence artefact?]	-4	7	-54	2	-4	1.2
CCOc1ccc(C2C(C(=O)c3ccco3)=C(O)C(=O)N2Cc2cccnc2)cc1 (stereo unspecified)	7	91	-6	0	14[fluorescence artefact?]	-23	0	7	1.2
COC(=O)Nc1ccc(S(=O)(=O)N2CCCCC2C(=O)NCc2ccco2)cc1 (stereo unspecified)	x	x	x	-12	x	-1	13	-6	x
CC1CC(C)(C)CC2(C1)NC(=S)N(c1ccccc1)N2 (stereo unspecified)	3	106	-2[fluorescence artefact?]	8	14	-29	-9	26	1.2
N#Cc1ccccc1NC(=O)COC(=O)c1ccc(S(=O)(=O)N2CCCC2)cc1	1	82[fluorescence artefact?]	4	11	9	-13	-11	-3	1.1
Cc1nnc(SCC(=O)NC2CC2)n1CCc1ccccc1	6	135	-11	-14	-2	-7	14	-1	1
OC(Cn1cncn1)c1ccc(Cl)cc1 (stereo unspecified)	-1	92	-5[fluorescence artefact?]	2	-17	4	-3	2	1.1
O=C(CN1C(=O)CSC1=O)Nc1ccccc1N1CCOCC1	0	102[fluorescence artefact?]	-3	5	5	-25	-6	-3	1.1
CCC(=O)N1CCc2cc(S(=O)(=O)NC(C(=O)NCc3ccc(F)cc3)C(C)C)ccc21 (stereo unspecified)	10	115	-2[fluorescence artefact?]	x	4	x	x	x	1.1
Cc1ccc(NC(C(N)=O)c2c(C)[nH]c(=O)[nH]c2=O)cc1 (stereo unspecified)	1	110	-4	4	7[fluorescence artefact?]	2	-5	-1	1.2
O=C(O)c1cc2n(n1)C(C(F)(F)F)CC(c1ccco1)N2 (stereo unspecified)	13	94	9	-4	2	3	4	-1	x
COc1ccc(-c2noc(CSc3nc(-c4ccccc4)cc(=O)[nH]3)n2)cc1	1	242*[fluorescence artefact?]	15[fluorescence artefact?]	-6	9	-16	3	0	1.1
O=C(Oc1oc(-c2ccco2)nc1C=Nc1ccccc1)c1ccco1	-3	102	7	3	1	-6	-2	0	1.2
CC(C)n1c(C(=O)OCC(=O)NCc2ccc3c(c2)OCO3)cc2occc21	6	94	-2	x	-2	5	x	-5	1.1

As a short view, some entries already given:
SMILES	Calb biofilm kill	ERa coact pot	ERb coact inh	sEH inhibitor	Smad3 inh	Mac1 fbg inh	sEH activator	Mac1 fbg enh	MT1-MMP txn act
O=C(NCc1ccccn1)C1CCC(=O)N1C1CCCC1 (stereo unspecified)	7	107	0[fluorescence artefact?]	-4	-3	x	3	x	1.1
O=C(O)CCC(=O)Nc1ccc(F)cc1	1	98	0[fluorescence artefact?]	-12	0	-9	9	-1	1.3
CN(c1ccccc1C(=O)Nc1ccc(S(=O)(=O)N2CCCC2)cc1)S(C)(=O)=O	7	116	-4[fluorescence artefact?]	-4	7	-54	2	-4	1.2
CCOc1ccc(C2C(C(=O)c3ccco3)=C(O)C(=O)N2Cc2cccnc2)cc1 (stereo unspecified)	7	91	-6	0	14[fluorescence artefact?]	-23	0	7	1.2
COC(=O)Nc1ccc(S(=O)(=O)N2CCCCC2C(=O)NCc2ccco2)cc1 (stereo unspecified)	x	x	x	-12	x	-1	13	-6	x
CC1CC(C)(C)CC2(C1)NC(=S)N(c1ccccc1)N2 (stereo unspecified)	3	106	-2[fluorescence artefact?]	8	14	-29	-9	26	1.2
N#Cc1ccccc1NC(=O)COC(=O)c1ccc(S(=O)(=O)N2CCCC2)cc1	1	82[fluorescence artefact?]	4	11	9	-13	-11	-3	1.1
Cc1nnc(SCC(=O)NC2CC2)n1CCc1ccccc1	6	135	-11	-14	-2	-7	14	-1	1
OC(Cn1cncn1)c1ccc(Cl)cc1 (stereo unspecified)	-1	92	-5[fluorescence artefact?]	2	-17	4	-3	2	1.1
O=C(CN1C(=O)CSC1=O)Nc1ccccc1N1CCOCC1	0	102[fluorescence artefact?]	-3	5	5	-25	-6	-3	1.1
CCC(=O)N1CCc2cc(S(=O)(=O)NC(C(=O)NCc3ccc(F)cc3)C(C)C)ccc21 (stereo unspecified)	10	115	-2[fluorescence artefact?]	x	4	x	x	x	1.1
Cc1ccc(NC(C(N)=O)c2c(C)[nH]c(=O)[nH]c2=O)cc1 (stereo unspecified)	1	110	-4	4	7[fluorescence artefact?]	2	-5	-1	1.2
O=C(O)c1cc2n(n1)C(C(F)(F)F)CC(c1ccco1)N2 (stereo unspecified)	13	94	9	-4	2	3	4	-1	x
COc1ccc(-c2noc(CSc3nc(-c4ccccc4)cc(=O)[nH]3)n2)cc1	1	242*[fluorescence artefact?]	15[fluorescence artefact?]	-6	9	-16	3	0	1.1
O=C(Oc1oc(-c2ccco2)nc1C=Nc1ccccc1)c1ccco1	-3	102	7	3	1	-6	-2	0	1.2
CC(C)n1c(C(=O)OCC(=O)NCc2ccc3c(c2)OCO3)cc2occc21	6	94	-2	x	-2	5	x	-5	1.1

Next results
SMILES	Calb biofilm kill	ERa coact pot	ERb coact inh	sEH inhibitor	Smad3 inh	Mac1 fbg inh	sEH activator	Mac1 fbg enh	MT1-MMP txn act
COc1ccc(C(=O)N2CC=C(c3ccccc3)CC2)cc1S(=O)(=O)N1CCOCC1	9	99	8	-3	2	9	2	-3	1.1
CC1(C)CC(=O)C=C(N2CCCC2)C1	5	101	-21	-16	-13	x	17	x	1.2
Cc1ccc(S(=O)(=O)Cn2nnnc2C(C(C)C)N2CCN(Cc3ccco3)CC2)cc1 (stereo unspecified)	6	119	0	4	2	6	-2	2	1.2
CCCn1nnnc1SCC(=O)N1CCOCC1	0	107	1	6	-11	-7	-7	2	1.2
c1ccc(N2CCCCC2)c(NC2=NCCC2)c1	5	112	5	x	-2	-2	x	-2	1
O=C(Oc1ccccc1[N+](=O)[O-])c1cccnc1	x	x	x	0	x	4	2	3	x
CCn1c(SCC(=O)Nc2nc3ccc(C)cc3s2)nc2c(c1=O)SC(C)C2 (stereo unspecified)	4	117	20	-4	15[fluorescence artefact?]	x	6	x	1
